Source: PubChem
FXIa inh: blocks human coagulation factor XIa protease activity. P03951. purified FXIa, Boc-Glu-Ala-Arg-AMC fluorogenic substrate. inhibition, % at 5 µM. 0.14% of 220,000 active. AID 798;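 active means inhibition of at least 40%; inactive means inhibition below 40%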;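 further: fluorescence of freed AMC excited at 355 nm; 0% = enzyme without compound and 100% = no enzyme blank; many of its hits are not listed in these tables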
PPC-1+TRAIL kill: kills PPC-1 cancer cells in the presence of TRAIL; PPC-1 cells + TRAIL, ATPLite viability luminescence; cell killing (% activity), % at 4 µM; 0.41% of 220,000 active; AID 1443;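 active means cell killing above 50% in the first pass at 4 µM, then a duplicate retest at 5 µM averaging 50% or more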;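 further: plate controls were cells with TRAIL plus DMSO for no effect and medium-only wells lacking cells for full effect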
FXIIa inh 1536: factor XIIa (human) inhibition | P00748 | purified FXIIa, Boc-QGR-AMC fluorogenic substrate, 2 h | inhibition, % at 5 µM | 0.3% of 220,000 active | AID 800; in the data active means inhibition above about 40%;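 further: 0% = enzyme with no compound and 100% = blank without enzyme; many of its hits are not listed in these tables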
L929 necroptosis: blocks zVAD induced death of L929 cells | 0.38% of 220,000 active | viability rescue, % at 10 µM | AID 1377 | L929 zVAD necroptosis rescue, ATP luminescence, 24 h; with zVAD 60 µM;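 active means activation, scaled between plate controls, above about 75%, limit read from the data; inactive means activation under that limit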;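 further: 0% = zVAD with DMSO and 100% = DMSO alone without zVAD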
CHOP inhibitor: CHOP inhibition in unfolded protein response; CHO-K1 CHOP-promoter luciferase, tunicamycin-induced, 15-18 h; inhibition, % at 10 µM; 3.8% of 220,000 active;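 active means compounds that reduced the stress-induced luciferase reporter signal by more than about 70% of percent inhibition, limit read from the data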;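 further: 0% = tunicamycin plus vehicle and 100% = wells without tunicamycin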
Tb hexokinase: T. brucei hexokinase 1 inhibition; recombinant TbHK1, G6PDH-coupled NADH A340; inhibition, % at 10 µM; 0.11% of 220,000 active; AID 1430;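 active means inhibition of 50% or more in the single-dose primary screen; inactive means inhibition below 50%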
EP2 antag: inhibitors of human EP2 prostaglandin E2 receptor. inhibition, % at 25 µM. 0.52% of 260,000 active. P43116. AID 1422. C6 glioma cells expressing human EP2, cAMP TR-FRET; cells stimulated with saturating PGE2;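 active means percent inhibition above 40 after rounding to a whole number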;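 further: rat C6 glioma host cells with rolipram phosphodiesterase inhibitor present; the protocol text gives 20 µM as final concentration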
Target sequence (P43116 whole entry, looked up): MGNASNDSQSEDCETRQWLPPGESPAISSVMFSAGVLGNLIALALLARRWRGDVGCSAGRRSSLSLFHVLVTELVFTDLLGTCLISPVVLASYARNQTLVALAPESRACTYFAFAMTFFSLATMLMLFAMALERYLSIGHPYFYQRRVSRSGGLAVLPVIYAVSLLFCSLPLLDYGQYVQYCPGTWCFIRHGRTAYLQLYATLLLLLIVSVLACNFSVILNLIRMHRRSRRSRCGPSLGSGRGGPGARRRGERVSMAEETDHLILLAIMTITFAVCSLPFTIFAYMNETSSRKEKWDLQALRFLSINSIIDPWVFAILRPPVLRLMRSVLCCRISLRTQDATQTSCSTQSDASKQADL
TNF death inh: TNF-alpha cell death inhibition in Jurkat FADD-/- cells; 0.068% of 220,000 active; Jurkat FADD-/- TNF necroptosis rescue, ATP luminescence, 24 h; 0 = TNF only, 100 = no-TNF cells; activation (protection from cell death), % at 10 µM;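 active means activation, meaning protection from cell death, of at least 50% relative to plate controls; inactive means activation below 50%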;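 further: necroptosis triggered by 40 ng/mL TNF-alpha added together with compound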
Wee1 degr inh: inhibitors of human Wee1 degradation | P30291 | HeLa Luc-Wee1K328M stability, luciferase luminescence; 100% = proteasome inhibitor MG132 effect | reporter increase, % at 5 µM | 1.2% of 220,000 active;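 active means activation above the mean of all tested compounds plus 3 SD, set per screening run, cut at about 8.8% in these data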;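 further: cells exposed to compound for 20 h before luminescence read; 0% = DMSO alone and 100% = MG132 at 30 µM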
Target sequence (P30291 whole entry K328M): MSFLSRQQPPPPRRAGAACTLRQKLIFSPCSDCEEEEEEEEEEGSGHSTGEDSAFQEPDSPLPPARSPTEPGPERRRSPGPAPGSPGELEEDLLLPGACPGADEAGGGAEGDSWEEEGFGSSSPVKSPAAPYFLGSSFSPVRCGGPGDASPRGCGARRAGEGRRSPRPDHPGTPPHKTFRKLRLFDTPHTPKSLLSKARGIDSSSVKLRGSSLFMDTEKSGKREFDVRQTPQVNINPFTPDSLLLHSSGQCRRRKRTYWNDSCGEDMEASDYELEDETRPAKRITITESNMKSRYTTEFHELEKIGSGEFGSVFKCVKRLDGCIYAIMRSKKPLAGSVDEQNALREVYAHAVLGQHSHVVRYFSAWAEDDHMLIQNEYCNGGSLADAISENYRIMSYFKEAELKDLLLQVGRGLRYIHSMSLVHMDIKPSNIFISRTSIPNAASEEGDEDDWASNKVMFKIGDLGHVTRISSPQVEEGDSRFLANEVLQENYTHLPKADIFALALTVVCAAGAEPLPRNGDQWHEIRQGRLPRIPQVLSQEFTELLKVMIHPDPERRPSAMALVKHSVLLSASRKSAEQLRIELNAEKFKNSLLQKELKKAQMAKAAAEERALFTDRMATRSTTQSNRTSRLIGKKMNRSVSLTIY
Numbers without * were called inactive; / = not tested or not shown; & = joins results of further samples. Only part of the results is shown; the hit share may differ from the screen's.

SMILES	TNF death inh	Wee1 degr inh	L929 necroptosis	Tb hexokinase	FXIIa inh 1536	PPC-1+TRAIL kill	EP2 antag	FXIa inh	CHOP inhibitor
O=C(NC1CCCCC1)[C@H](CSCc1ccccc1)N1Cc2ccccc2C1=O	-0.6	1.4	-0.9	-1.2	6.0	18.5	13.5	4.5	-7.9
Cc1ccc(N2C(=O)NC3(CCCCC3)C2=O)cc1	2.0	0.9	1.0	-2.7	13.2	-7.7	/	4.1	52.1
CCCC1C2C(=O)N(c3ccc(OC)cc3)C(=O)C2ON1c1ccccc1 (stereo unspecified)	-1.7	1.3	1.3	-3.6	2.8	-2.6	7.6	-2.0	-14.6
O=C(/C=C/c1cccs1)Nc1ccc(N2CCOCC2)c(S(=O)(=O)Nc2ccccc2Cl)c1	6.9	4.1	3.1	-18.0	4.5	-4.7	6.5	6.3	25.2
CSc1nnc(-c2cc(-c3ccc(C)cc3)nc3ccccc23)o1	0.8	-1.2	1.2	24.9	8.0	16.4	11.1	-3.8	25.4
C=CCOC(=O)C1=C(C)NC(C)=C(C(=O)OCC=C)C1/C=C/c1ccccc1	-1.8	-0.2	0.2	-6.6	1.6	/	8.4	-5.2	100.2*
COC(=O)[C@@H](NC(=O)NCc1ccco1)C(C)C	1.3	-2.0	0.2	12.0	6.4	17.7	8.2	5.6	25.5
CCCCN(CCCC)CC(O)COc1ccccc1Br (stereo unspecified)	3.7	0.3	1.1	10.5	8.3	8.2	5.8	10.1	28.2
CCOC(=O)N1CCC(Nc2c(NCCN3CCN(c4ccccc4F)CC3)c(=O)c2=O)CC1	0.0	-1.1	2.5	-8.6	6.2	3.1	12.6	-0.7	24.9
CCOC(=O)C(CC(C)C)CP(=O)(O)CNC(=O)OCc1ccccc1 (stereo unspecified)	-0.6	3.2	0.4	4.3	-6.7	15.2	6.0	4.4	4.2

New compounds follow:
SMILES	TNF death inh	Wee1 degr inh	L929 necroptosis	Tb hexokinase	FXIIa inh 1536	PPC-1+TRAIL kill	EP2 antag	FXIa inh	CHOP inhibitor
Nc1nc(-c2ccccc2)cc(-c2ccccc2O)n1	-4.0	-0.9	-0.1	1.4	7.8	21.0	8.5	0.5	34.8
CCC(Cc1ccccc1)n1c(=S)[nH]c2ccccc2c1=O (stereo unspecified)	2.1	-1.4	-0.8	2.2	5.3	-9.0	10.8	3.9	96.7*
CCOC(=O)c1sc(N)c(C(N)=O)c1C	-0.5	-0.7	3.0	-16.4	-1.3	2.0	4.5	-8.3	-12.3
Cc1cc(/C=N/O)c(C)n1-c1ccccc1	1.0	0.7	0.7	38.9	-1.7	23.0	10.5	-9.2	-33.1
Cc1ccc(-c2nn(-c3ccccc3)cc2NC(=O)c2ccccc2)cc1	-0.3	-3.8	0.4	0.8	11.8	4.1	12.7	23.2	11.4
Cc1ccc(-c2nc3s/c(=C\c4ccco4)c(=O)n3n2)cc1	0.2	0.3	1.6	-1.7	9.2	-1.5	20.0	1.5	-53.6
CCC(=O)N(Cc1cc2cc(OC)ccc2[nH]c1=O)c1cccc(C)c1	0.5	1.3	0.1	-4.6	10.1	12.6	3.3&7.8	4.1	4.0
CCC(=O)NC(=S)NNC(=O)c1ccc([N+](=O)[O-])cc1	-3.9	-1.0	-0.4	-7.0	7.8	23.9	4.8	3.4	13.2
N=C1/C(=C\c2ccc(SCc3ccccc3)o2)C(=O)N=C2SC=NN12	1.2	1.4	0.4	-7.7	9.1	-3.8	8.2	1.8	-7.4
CCOC(=O)c1c(C)n(CC(COC(C)=O)OC(C)=O)c2ccc(OC(C)=O)cc12 (stereo unspecified)	-1.6	-3.6	0.1	-2.9	14.8	0.2	-0.7	2.6	5.3

(next part)
SMILES	TNF death inh	Wee1 degr inh	L929 necroptosis	Tb hexokinase	FXIIa inh 1536	PPC-1+TRAIL kill	EP2 antag	FXIa inh	CHOP inhibitor
CC(CN1CCCCCC1)C(=O)NN (stereo unspecified)	-0.2	1.3	4.1	-2.6	/	-1.7	5.3	0.8	-4.5
COc1cc(CC(=O)OCC(=O)Nc2cc(S(=O)(=O)N3CCCC3)ccc2Cl)cc(OC)c1OC	0.9	-0.8	0.7	-3.7	14.5	-20.8	7.9	-1.1	-4.6
O=C(NCc1cccc(C(F)(F)F)c1)C1CCN(c2ncccn2)CC1	-1.9	-0.9	-0.1	-1.5	-0.8	-13.4	9.5	-5.8	24.3
COc1cc(/C=N/NC(=O)Nc2cccc3nsnc23)cc(OC)c1OC	-2.2	0.6	0.1	-13.7	15.9	2.3	/	-2.3	84.1*
C/C(Cc1ccccc1)=N\NC(=O)CNC(=O)c1cccc(Br)c1	1.7	3.2	1.4	37.2	9.3	15.3	12.1	9.1	12.8
Cn1nnnc1NCc1cccc(Cl)c1Cl	0.8	-2.4	1.4	4.2	5.1	15.1	4.0	-0.8	-2.3
Cc1cc(N2C(=O)C3CC=CCC3C2=O)no1 (stereo unspecified)	-0.6	0.6	-0.2	-4.3	0.7	18.5	6.1	-1.1	-3.7
Cc1sc2nc(Cc3ccccc3)[nH]c(=O)c2c1-c1ccccc1	-0.4	6.9	/	-4.0	-2.2	21.1	10.6	-3.8	32.4
CCCCn1c(SCC(=O)c2ccc3c(c2)OCCO3)nnc1-c1ccoc1C	0.8	-1.3	0.0	-1.3	6.9	13.3	/	-7.6	38.6
CC1CCCCN1Cc1nc2c(c(=O)n(C)c(=O)n2C)n1CCCc1ccccc1 (stereo unspecified)	-1.6	-1.0	0.9	-0.4	/	/	8.0	/	/

The list continues:
SMILES	TNF death inh	Wee1 degr inh	L929 necroptosis	Tb hexokinase	FXIIa inh 1536	PPC-1+TRAIL kill	EP2 antag	FXIa inh	CHOP inhibitor
CCOc1ccc(S(=O)(=O)NCCCl)cc1	2.0	-2.7	-1.2	-2.6	0.8	25.3	2.7	-3.2	-6.5
S=c1[nH]nc(-c2ccccc2)n1/N=C/c1ccc(-c2ccccc2Cl)o1	-1.4	-1.7	0.3	-19.1	8.9	-10.4	13.8	5.7	-24.1
CCCCS(=O)(=O)c1sc2nc3c(cc2c1N)CCCC3	-0.4	-3.0	0.1	-8.8	15.9	2.1	12.5	3.3	40.1
Cc1cc2nc(C(F)(F)F)[nH]c(=O)n2n1	1.4	2.6	1.7	-0.4	11.2	-3.3	6.4	-12.7	51.8
CC(=O)Oc1ccc(NC(=O)C2CCCCC2)c(C(=O)O)c1	-1.0	1.7	-0.5	2.7	14.3	-21.5	3.6	3.4	-1.1
Cc1cc(NC(=O)c2ccc(-c3ccc(F)c(Cl)c3)o2)no1	0.5	1.3	1.5	4.4	3.0	25.4	5.0	-3.7	57.6
O=C(NC(Cc1ccccc1)C(=O)O)/C(=C\c1ccco1)NC(=O)c1ccc(Br)cc1 (stereo unspecified)	-0.9	0.2	0.2	-0.2	11.0	-3.9	/	-0.2	-3.7
CSc1ccccc1NC(=O)C1CC(c2ccccc2O)=NO1 (stereo unspecified)	-2.8	1.2	0.6	2.2	18.6	19.7	9.3&6.9	2.8	9.1
COc1ccc(NC(=S)NCCc2ccccc2OC)c(OC)c1	-4.2	0.1	-0.6	-0.2	-3.6	2.8	8.5	1.6	10.8
CC(C(=O)Nc1ccncc1)(c1ccccc1)c1ccccc1	1.9	1.0	-2.5	-8.7	4.6	-1.2	6.8	0.2	20.0

The closing 3 entries of the part before lead into the next.
SMILES	TNF death inh	Wee1 degr inh	L929 necroptosis	Tb hexokinase	FXIIa inh 1536	PPC-1+TRAIL kill	EP2 antag	FXIa inh	CHOP inhibitor
CSc1ccccc1NC(=O)C1CC(c2ccccc2O)=NO1 (stereo unspecified)	-2.8	1.2	0.6	2.2	18.6	19.7	9.3&6.9	2.8	9.1
COc1ccc(NC(=S)NCCc2ccccc2OC)c(OC)c1	-4.2	0.1	-0.6	-0.2	-3.6	2.8	8.5	1.6	10.8
CC(C(=O)Nc1ccncc1)(c1ccccc1)c1ccccc1	1.9	1.0	-2.5	-8.7	4.6	-1.2	6.8	0.2	20.0
CC1CCN(C(=O)CCc2ccc(Oc3cc([N+](=O)[O-])cc([N+](=O)[O-])c3)cc2)CC1	1.2	0.3	0.9	-6.4	11.8	-9.0	4.5	-3.5	31.6
CCCC(=O)NC(c1ccc(OC)c(OC)c1)c1cc(Cl)c2cccnc2c1O (stereo unspecified)	-10.4	-3.0	36.7	1.2	6.7	39.0	2.9	0.3	32.3
Cc1nonc1CN(C)C(=O)c1ccc(OC2CCN(Cc3ccccn3)CC2)cc1	0.8	-2.6	0.0	-20.9	12.3	7.2	8.1	2.3	1.1
COc1ccc(/C=N/S(=O)(=O)c2ccc(C)cc2)cc1	4.3	-2.8	2.2	-1.2	9.2	7.5	5.0	-1.9	-5.5
COc1ccc(C(=O)CCN2CCN(c3ccccc3F)CC2)cc1	0.6	2.3	1.5	-3.3	5.1	15.2	-0.2	-5.9	-26.3
CCn1c2ccccc2c2cc(/C(C)=N/O)ccc21	-6.4	4.5	1.9	-12.6	11.6	0.5	/	0.2	17.1
O=c1oc(-c2cccs2)nc2scc(-c3cccs3)c12	-3.7	3.4	-0.8	-6.5	24.2	-0.1	/	12.8	27.9
COc1ccc(-c2oc3ncn4nc(COc5ccccc5)nc4c3c2-c2ccc(OC)cc2)cc1	0.1	-0.5	2.1	-29.8	1.8	5.1	4.6	-1.5	-17.8
Cc1ccc(CN2CCN(CCCn3cccn3)CC2CCO)cc1 (stereo unspecified)	-0.4	-3.8	0.2	-12.4	6.5	-3.8	4.8	-4.6	12.1
COc1cc(Cl)c(C)cc1NC(=O)CSc1nc2ccccc2o1	-0.5	-0.7	0.3	-7.8	-12.4	25.9	6.1	-9.2	69.0

Single entries from the results shown:
Under PPC-1+TRAIL kill, CCOc1ccc(S(=O)(=O)NCCCl)cc1 is entered as 25.3
Under Wee1 degr inh, CCCCn1c(SCC(=O)c2ccc3c(c2)OCCO3)nnc1-c1ccoc1C is entered as -1.3

Next structures
SMILES	TNF death inh	Wee1 degr inh	L929 necroptosis	Tb hexokinase	FXIIa inh 1536	PPC-1+TRAIL kill	EP2 antag	FXIa inh	CHOP inhibitor
O=C(Oc1ccc(N2C(=O)CCC2=O)cc1)c1ccccc1Cl	1.5	4.1	0.7	6.7	12.3	2.5	4.0	12.9	53.4
COc1cccc(Nc2nnc(SCC(=O)N3CC(=O)Nc4ccccc43)s2)c1	4.6	-0.9	0.0	-14.4	5.5	-7.0	6.3	-3.0	-4.3
CC(C)=CCCC1(C)C=Cc2c(ccc3c2[nH]c2cc(O)c(C)cc23)O1 (stereo unspecified)	-2.1	3.1	1.4	-5.5	6.1	15.5	20.0	2.8	66.8
Cc1cc(OCC(O)CN2CCN(CCO)CC2)ccc1C(C)C (stereo unspecified)	-0.8	-3.1	1.8	-4.5	-5.1	-15.3	8.3	-14.6	-6.2
CCC(CC)c1nn2c(N)c(/C=C3\C(C)=Nc4ccccc43)c(=O)nc2s1	3.2	-1.6	4.1	-5.6	1.7	6.4	12.0	0.1	26.8
CC(C)CCn1c(=O)c2ccccc2c2ccccc2c1=O	-1.1	-2.7	-0.3	0.0	10.9	23.6	7.6	-0.2	77.5*
Cc1ccc(S(=O)(=O)N2CCCC(C(=O)NC3=NCCS3)C2)cc1 (stereo unspecified)	-1.2	-2.2	0.0	1.9	19.7	1.0	2.0	3.9	1.9
OC(COc1ccc2c(c1)CCC2)CN1CCN(c2ccccc2F)CC1 (stereo unspecified)	-0.9	0.4	0.3	-0.3	14.4	8.4	18.4	3.1	68.0
O=c1ccn(CCCBr)c(=O)[nH]1	-0.1	-1.2	0.5	-8.5	6.6	-7.1	6.8	-8.2	7.1
Cc1ccc(C(C)C)c(OCC(=O)NNC2=CC(=O)CC(C)(C)C2)c1	0.4	-1.4	0.4	-7.9	3.0	5.8	4.8	-1.6	-0.2
